TRPC4 act = opens the mouse TRPC4 cation channel | Q9QUQ5 | HEK293 TRPC4beta/mu-opioid, Fluo4 calcium fluorescence; active compounds read high | B-score at 10 µM | 310,000 tested, 0.49% active;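 active = B-score above 5 SD of library B-scores, and initial fluorescence ratio not above library mean plus 5 SD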;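 note: positive B-score marks a calcium rise read as TRPC4 activation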
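System: HEK293 cells stably co-expressing mouse TRPC4beta and mu-opioid receptor; Schedule: Fluo4 dye loading 45 min at room temperature, 110 s recording; Detection: Fluo4 fluorescence, kinetic; Evaluation: B-scored integrated calcium fluorescence ratio; Controls: buffer (low) and maximal DAMGO (high).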
KCNK3 inh = human KCNK3 channel inhibition, primary screen | O14649 | CHO-KCNK3 thallium flux, FluxOR fluorescence; active compounds read low | B-score at 10 µM | 340,000 tested, 0.84% active;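 active = B-score under library mean minus 4 SD, starting fluorescence ratio at most library mean plus 5 SD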;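 note: more negative B-score means stronger inhibition of thallium flux through KCNK3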
Dyrk1A ADPGlo = inhibitors of rat Dyrk1A kinase; Q63470; ADP-Glo luminescence, NFATc1 peptide; inhibition, % at 12.5 µM; 310,000 tested, 0.43% active; in the data active = inhibition above about 50%;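 note: plate controls were vehicle with enzyme for no effect and no enzyme for full effect; many of its hits are not listed in these tables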
ANO1 activ = mouse TMEM16A channel activation, primary screen | AID 623877 | B-score at 10 µM | 340,000 tested, 0.3% active | Q8BHY3 | HEK293 TMEM16A/YFP-H148Q/I152L, iodide quench fluorescence; active compounds read low;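 active = fluorescence-ratio B-score plate-corrected deviation score at least 3 library SD below zero, with starting fluorescence score within 5 deviations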;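 note: channel opened by trigger with iodide after compound preincubation; score built on the fluorescence ratio of max minus min over baseline; more negative score means more quench and so TMEM16A activation or potentiation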
hERG rescue = shields human hERG channel from block by proarrhythmic agents. AID 1511. 310,000 tested, 0.51% active. activation (rescue from dofetilide block), less the hit threshold, % at 10 µM. Q12809. CHO-hERG, FluxOR thallium flux, dofetilide IC70 present;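 active = activation above the mean of controls blocked by dofetilide plus 5 SD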;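 note: thallium influx through hERG after potassium depolarization seen as dye fluorescence rise; in these data hits start at about 4.7%; inactives centre near -7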
HDAC3 inhib = human HDAC3 inhibition; inhibition, % at 8.3 µM; 320,000 tested, 0.15% active; recombinant HDAC3, fluorogenic peptide/trypsin coupled, fluorescence; in the data active = inhibition above about 26%, passing the limit was not always enough; inconclusive = no clear call, values can overlap the other calls
Target sequence (O15379 whole entry, looked up): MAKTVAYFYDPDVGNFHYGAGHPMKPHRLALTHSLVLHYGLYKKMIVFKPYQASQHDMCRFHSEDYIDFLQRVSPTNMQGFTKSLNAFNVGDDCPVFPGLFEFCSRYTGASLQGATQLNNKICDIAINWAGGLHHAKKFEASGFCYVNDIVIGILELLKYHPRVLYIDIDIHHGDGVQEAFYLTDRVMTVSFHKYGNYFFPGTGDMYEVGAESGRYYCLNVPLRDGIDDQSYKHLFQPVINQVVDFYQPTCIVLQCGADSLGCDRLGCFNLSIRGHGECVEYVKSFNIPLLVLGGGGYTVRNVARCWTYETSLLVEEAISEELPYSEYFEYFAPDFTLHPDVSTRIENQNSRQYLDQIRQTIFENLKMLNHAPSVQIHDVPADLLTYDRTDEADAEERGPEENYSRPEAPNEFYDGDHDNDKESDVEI
TRPC4 PAM = TRPC4 (mouse) allosteric potentiation; HEK293 TRPC4beta/mu-opioid, DAMGO EC20, Fluo-4 Ca2+ flux; active compounds read high; B-score at 10 µM; 310,000 tested, 0.42% active; Q9QUQ5;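 active = B-score of calcium response area above 5 SD of library B-scores, with initial fluorescence ratio within 5 SD of library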;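 note: B-score of integrated fluorescence ratio over time as area under calcium response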
ANO1 block = mouse TMEM16A channel inhibition, primary screen | Q8BHY3 | 310,000 tested, 1.2% active | normalized B-score (activity score, 25-100; higher = stronger inhibition) at 10 µM | HEK293 TMEM16A/YFP iodide influx fluorescence, ionomycin | AID 588511;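 active = ratio plate-corrected score three or more library SD toward inhibition, starting fluorescence score within five deviations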;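 note: score derived from kinetic fluorescence span divided by baseline fluorescence per well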
KCNQ1 block = inhibitors of human KCNQ1 potassium channel; P51787; CHO-K1 KCNQ1, FluxOR thallium flux fluorescence; active compounds read high; B-score at 10 µM; 310,000 tested, 1.3% active; AID 2642;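 active = compounds whose thallium flux B-score, printed positive for inhibition, exceeds three library SD while starting fluorescence stays within three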;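 note: channel opened by potassium depolarization with thallium stimulus after 20 min compound exposure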
KCNQ1 pot = potentiates or activates the human KCNQ1 potassium channel. P51787. CHO-K1 KCNQ1, thallium flux FluxOR fluorescence; active compounds read high. B-score at 10 µM. 310,000 tested, 0.35% active. AID 2648;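 active = fluorescence ratio B-score, a plate-corrected score, at least three library SD, with initial intensity B-score within 5 SD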
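System: Stable KCNQ1 CHO-K1 line | Incubation: 90 min dye loading and 20 min compound exposure, both at room temperature | Measure: Ratio B score | Medium: Assay buffer for compound exposure, DMSO matched across wells | Compound dosing: Single-concentration screen | Probe or stimulus: K+/Tl+ depolarizing stimulus | Measured by: Kinetic FluxOR fluorescence, 10 s baseline plus 110 s post-stimulus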
KCNK9 inh = human KCNK9 channel inhibition. Q9NPC2. HEK293 KCNK9, FluxOR thallium flux fluorescence; active compounds read low. B-score at 10 µM. 310,000 tested, 1.2% active;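 active = ratio B-score over 3 SD below the library mean, with starting fluorescence within 5 SD of its mean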;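 note: negative B-score means less thallium flux so channel inhibition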
Target sequence (Q9NPC2 whole entry, looked up): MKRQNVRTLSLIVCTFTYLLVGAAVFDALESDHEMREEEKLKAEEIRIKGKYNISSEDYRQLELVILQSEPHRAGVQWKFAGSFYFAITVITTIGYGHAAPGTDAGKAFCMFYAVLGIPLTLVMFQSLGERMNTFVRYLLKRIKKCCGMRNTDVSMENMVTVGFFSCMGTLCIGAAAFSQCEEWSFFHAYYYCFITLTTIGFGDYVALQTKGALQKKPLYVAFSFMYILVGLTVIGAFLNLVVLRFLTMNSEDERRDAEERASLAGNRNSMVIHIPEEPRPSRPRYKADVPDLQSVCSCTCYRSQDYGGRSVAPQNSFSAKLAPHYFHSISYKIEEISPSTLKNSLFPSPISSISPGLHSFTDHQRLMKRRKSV
Active calls of the source: *; i = inactive; ? = inconclusive; . = not tested or not shown. Not all compounds are listed; rates above refer to the full screens.

SMILES	TRPC4 PAM	Dyrk1A ADPGlo	HDAC3 inhib	KCNQ1 pot	hERG rescue	KCNK3 inh	KCNK9 inh	ANO1 activ	ANO1 block	KCNQ1 block	TRPC4 act
O=C(O)CC(c1cccc2ccccc12)N1Cc2ccccc2C1=O (centres undefined)	34*	-1.8	-6.5	i	-7.3	i	i	i	i	i	i
CC(=O)Nc1cccc(NC(=O)c2c(-c3c(Cl)cccc3Cl)noc2C)c1	i	1.9	3.4	i	-5.4	i	i	i	i	i	i
Cn1cnnc1SCC(=O)N1CCc2ccccc21	i	-38.2	-9.2	i	-3.0	i	i	i	i	i	i
COc1ccc(/C=N/n2c(-c3n[nH]c4c3CCC4)n[nH]c2=S)cc1OC	i	-0.8	2.9	i	-2.1	i	i	i	i	i	i
COc1ccc(Cc2nc3ccccc3[nH]2)cc1OC	i	-1.8	2.6	i	-3.8	i	i	i	i	i	i
O=C(OC1CCOC1=O)c1ccc2ccccc2n1 (centres undefined)	i	-6.9	-2.1	i	-7.5	i	i	i	i	i	i
O=S(=O)(c1ccc(Cl)cc1)N1CCN(C2CCCCCC2)CC1	i	-6.2	2.7	i	-10.8	i	i	i	i	i	i
CC12CCC(C(=O)N(CCCCN3CCN(Cc4ccccc4)CC3)C1=O)C2(C)C (centres undefined)	i	.	-4.5	i	-8.0	i	i	i	i	i	i
Cn1c(CNC(=O)CCNC(=O)c2ccc(Br)cc2)cc(=O)n(C)c1=O	i	1.6	2.7	i	-3.7	i	i	i	i	i	i
CCOc1cc(NS(=O)(=O)c2ccc(NC(C)=O)cc2)c(OCC)cc1NC(=O)c1cccs1	i	-3.2	5.0	i	0.4	i	i	i	i	i	i
Cc1c(OCC(=O)N2CCC(C(N)=O)CC2)ccc2c3c(c(=O)oc12)CCC3	i	-11.4	0.6	i	-1.5	i	i	i	i	i	i
O=C(NC(=S)Nc1ccc(Cl)c(C(=O)O)c1)c1ccco1	i	4.2	4.9	i	-5.6	i	i	i	i	i	i
CCS(=O)(=O)N1CCC(NC(C)=O)(c2ccccc2)CC1	i	2.3	-2.5	i	-7.9	i	i	i	i	i	i
Cc1ccc(C(CNS(=O)(=O)c2cc(F)ccc2F)N2CCN(C)CC2)cc1 (centres undefined)	i	6.1	.	i	-6.8	i	i	i	.	i	i
Cc1cc(C)cc(Oc2nc3ccccn3c(=O)c2/C=C(\C#N)C(=O)NC2CCS(=O)(=O)C2)c1 (centres undefined)	i	-4.1	-1.1	i	-8.0	i	i	i	i	i	i
N#C/C(=C\c1ccccc1OCc1ccc(C(=O)O)cc1)c1ccccc1	i	-1.8	6.2	i	-9.1	i	i	i	i	i	i
Cc1cccc(NC(=S)NC(=O)C2CC2)c1	i	11.4	-0.4	i	-7.7	i	i	i	i	i	i
Cc1cc(C)n(CCNC(=O)C2CCC(=O)N(CCc3cccc(F)c3)C2)n1 (centres undefined)	i	10.6	-3.2	i	-6.5	i	i	i	i	i	i
COc1ccc(C(C(=O)NC2CCCCC2)N(C(=O)c2sc(C)nc2C)c2ccc(OC)cc2)cc1 (centres undefined)	i	.	0.3	i	-1.8	i	i	i	i	i	i
Cc1ccc(S(=O)(=O)Nc2ccc(NC(=O)Nc3ccc(F)cc3F)cc2)cc1	i	-1.4	13.1	i	-14.5	i	i	i	i	i	i
O=C(CS(=O)(=O)Cc1ccccc1)Nc1ccc(S(=O)(=O)N2CCCCCC2)cc1	i	6.2	-6.3	i	-1.7	i	i	i	i	i	i
Cc1ccccc1-n1cnc2cc(NCc3cccs3)ccc21	i	4.2	-4.3	i	-12.7	i	i	i	i	i	i
Cc1cccc(NC(=O)c2oc3ccc(S(=O)(=O)N4CCOCC4)cc3c2C)c1C	i	-3.9	5.8	i	-18.9	i	i	i	i	i	i
Cc1ccc(CN2CCC(N3CC(C)OC(C)C3)CC2)cc1 (centres undefined)	i	3.6	8.9	i	-2.5	i	i	i	i	i	i
Cc1nonc1NC(=O)N1CCCC1	i	-2.4	2.7	i	-9.2	i	i	i	i	i	i
COc1ccc(OC)c(C(c2nnnn2CCC(C)C)N2CCN(C(=O)c3ccco3)CC2)c1 (centres undefined)	i	3.7	-1.2	i	-10.1	i	-6.73*	i	i	i	i
O=C(CSc1nnc(C23CC4CC(CC(C4)C2)C3)o1)Nc1ccc(N2CCOCC2)c(Cl)c1	i	2.8	19.7	i	-7.0	i	i	i	i	i	i
O=S(=O)(NCCN1CCOCC1)c1ccc2c(c1)OCCO2	i	-3.9	?	i	-5.5	i	i	i	i	i	i
COC(C/C=C\[C@@H](O)[C@H](C)OCc1ccccc1)OC	i	7.5	1.3	i	-1.8	i	i	i	i	i	i
CC1C(=O)N2CCCc3cc(S(=O)(=O)N4CCC(C(N)=O)CC4)cc1c32 (centres undefined)	i	-4.9	-4.4	i	-5.3	i	i	i	i	i	i
CC(=O)Nc1ccc(N2CCN(c3ccc(F)cc3)CC2)cc1	i	-3.5	1.8	i	-0.8	i	i	i	i	i	i
Cc1cc(Cl)ccc1C(=O)C1CCCN(C(=O)c2cccnc2C)C1 (centres undefined)	i	-1.0	-0.7	i	-6.3	i	i	i	i	i	i
COc1cccc(OC(=O)CSc2nnc(-c3ccccc3Br)o2)c1	i	9.0	-7.1	i	-15.9	i	i	i	i	i	i
O=C(NCNC(=O)c1ccccc1)c1ccccc1	i	-1.4	?	i	-2.8	i	i	i	i	i	i
CC(=O)c1cc2c(cc1NC(=O)c1ccccc1C)OCO2	i	.	-14.5	i	-7.8	.	i	.	i	i	i
COc1ccc(/C=C/C(=O)N(c2ccccn2)C2CCCCC2)cc1OC	i	-5.6	-11.0	i	-9.2	i	i	i	i	i	i
CCCC1Nc2ccc(C(=O)O)cc2C2C=CCC12 (centres undefined)	i	-6.4	3.1	i	-9.6	i	i	i	i	i	i
COc1cccc(-c2nc(CS(=O)(=O)CC(=O)N3CCc4ccccc43)c(C)o2)c1	i	2.5	-3.1	i	-8.7	i	i	i	i	i	i
COc1ccc(CCN(CC(=O)NCc2ccc(F)cc2)C(=O)c2snc(C(N)=O)c2N)cc1OC	i	1.9	8.7	i	-12.6	i	i	i	i	i	i
O=C(O)COc1ccc2c(-c3ccccc3)cc(=O)oc2c1	i	2.6	9.5	i	-4.2	i	i	i	i	i	i
Cc1cc(N2C(=O)C3C4c5ccccc5C(c5ccccc54)C3C2=O)no1 (centres undefined)	i	4.5	0.4	i	-13.0	i	i	i	i	i	i
COc1cc2nc(CN3CCC(C(O)(c4ccccc4)c4ccccc4)CC3)[nH]c(=O)c2cc1OC	i	.	1.8	i	-10.5	i	i	i	i	i	i
COc1ccc(C2CC(=O)C3=C(C2)Nc2ccccc2N(C(=O)CCC(=O)O)C3c2ccc(F)cc2)cc1OC (centres undefined)	i	1.8	-0.9	i	-4.7	i	i	i	i	i	i
O=S1(=O)CCOC[C@H](Cc2ccccc2)N1Cc1cccc(F)c1	i	.	2.3	i	-10.6	i	i	i	i	i	i
CCN(CC)CCn1c(-c2ccccc2)nc(=S)c2c1CC(C)(C)OC2	i	2.4	4.5	i	-7.7	i	i	i	i	i	i
Cc1ccccc1OCC(=O)NNC(=O)CSc1nc(N)cc(N)n1	i	5.1	4.7	i	-4.9	i	i	i	i	i	i
O=C(c1cc(F)cc2c1OCOC2)N1CCN(c2ccc(F)cc2)CC1	i	3.3	-2.4	i	-3.8	i	i	i	i	i	i
Cc1ccc(OCC(=O)OCc2c(C)noc2C)cc1C	i	-13.0	4.2	i	-1.1	i	i	i	i	i	i
COc1ccc2oc(C(=O)C3CC3)c(N)c2c1	i	36.0	1.9	i	1.9	i	i	i	i	i	i
CC1(C)C/C(=N/Nc2ccc([N+](=O)[O-])cc2[N+](=O)[O-])C(C)(C)O1	i	2.0	9.5	i	-9.1	i	i	i	i	i	i
O=C(NC(=S)NNC(=O)c1ccccc1O)c1cccnc1	i	-2.3	4.8	i	-7.2	i	i	i	i	i	i
COC(=O)C(C)N(C#N)c1nc(C)cc(C)n1 (centres undefined)	i	4.7	-4.9	i	-5.0	i	i	i	i	i	i
CC(C)COC(=O)n1ccc(C(=O)N2CCCCC2)n1	i	-2.2	2.2	i	-6.7	i	i	i	i	i	i
CCOC(=O)CC1=CC(=O)Nc2ccccc2N1	i	3.3	1.4	i	-12.1	i	i	i	i	i	i
CC(C)CNc1ncnc2c1cnn2Cc1ccc(Cl)cc1	i	.	-0.5	i	-12.2	i	i	i	i	i	i
CN=C(Nc1ccc(Br)cc1)SC1CC(=O)N(c2ccc(OC)cc2)C1=O (centres undefined)	i	-3.3	.	i	-9.9	i	i	i	i	i	i
CN(C(=O)c1ccc(OC2CCN(CCc3ccccc3)CC2)cc1)C1CCOCC1	i	0.8	-7.0	i	-12.4	i	i	i	i	i	i
CCc1nnc(NC(=O)CSc2nnc(-c3ccncc3)n2C)s1	i	-1.0	-1.0	i	-1.8	i	i	i	i	i	i
CCC(=O)Nc1ccccc1C(=O)OCc1ccc(C(=O)c2ccccc2)cc1	i	0.7	10.5	i	-13.9	-9.26*	i	i	i	i	i
CN(C(=O)COC(=O)/C=C/c1ccc2ccccc2n1)C1CCS(=O)(=O)C1 (centres undefined)	i	-20.6	7.1	i	-8.9	i	i	i	i	i	i
N#Cc1nc(-c2ccco2)oc1N1CCOCC1	i	0.1	-46.0	i	-8.8	i	i	i	i	i	i

Screens deposited in PubChem by several laboratories.
